Screens from PubChem.
CDK5 inh = CDK5/p35 (human) kinase inhibition. Q00535+Q15078. Recombinant CDK5/p35, ADP-Glo luminescence, 60 min. inhibition, % at 10 µM. 0.01% of 330,000 active. AID 488839;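 active = highest replicate inhibition of at least 50% and at least 75% of replicates reaching 50%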;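 also: plate controls were DMSO neutral control for no effect and GW8510 at 10 µM for full effect; many of its hits are not listed in these tables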
Target sequence (Q00535 whole entry, looked up): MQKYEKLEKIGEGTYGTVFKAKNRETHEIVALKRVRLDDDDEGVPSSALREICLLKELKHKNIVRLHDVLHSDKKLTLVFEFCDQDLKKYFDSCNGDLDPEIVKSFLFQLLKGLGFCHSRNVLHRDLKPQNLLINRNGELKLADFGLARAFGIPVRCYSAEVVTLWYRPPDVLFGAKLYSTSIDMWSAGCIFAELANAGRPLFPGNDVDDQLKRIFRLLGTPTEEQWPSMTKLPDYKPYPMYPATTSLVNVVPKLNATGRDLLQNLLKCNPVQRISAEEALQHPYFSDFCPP
Target sequence (Q15078 whole entry, looked up): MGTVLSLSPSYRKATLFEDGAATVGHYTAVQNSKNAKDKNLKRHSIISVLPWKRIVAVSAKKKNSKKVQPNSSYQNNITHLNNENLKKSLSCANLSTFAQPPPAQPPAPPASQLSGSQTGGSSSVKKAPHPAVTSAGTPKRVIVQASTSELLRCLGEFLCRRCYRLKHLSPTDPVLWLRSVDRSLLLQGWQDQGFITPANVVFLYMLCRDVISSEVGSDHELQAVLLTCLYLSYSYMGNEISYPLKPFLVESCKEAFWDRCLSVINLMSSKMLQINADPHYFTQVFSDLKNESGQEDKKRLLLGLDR
NSD2 inh = inhibitors of human histone methyltransferase NSD2; 0.54% of 310,000 active; AID 743445; NSD2 peptide methylation, AlphaScreen, 120 min; O96028; inhibition, % at 12.5 µM; in the data active = inhibition above about 50%
MITF act = increases MITF-driven TRPM1 promoter luciferase signal; SK-MEL-5 TRPM1-promoter luciferase, 24 h; % of positive control, neutral wells = 0; activation, % at 12.5 µM; 0.75% of 300,000 active; AID 588334;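 active = mean activation of at least 80% with every replicate also reaching 80%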;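 also: 0% = neutral control wells and 100% = parthenolide positive control wells; values of inactives mirror those of a sister screen read the other way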
SUMO Mot1 rescue = inhibitors of SUMOylation pathway: yeast Mot1-301 growth rescue; S. cerevisiae Mot1-301 growth rescue, ATP luminescence, 38.5C; percent above DMSO median, 100 means doubled; growth rescue, % at 18.8 µM; 1% of 320,000 active; AID 2716;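 active = every valid replicate shows activation above 250% relative to neutral control wells; inactive = the rest, any valid replicate at or below 250%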;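 also: OY570 slx delta 5 strain wells were the positive control but not used for scaling; some compounds called inactive have numbers as strong as hits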
Arrestin-AP2 inh = blocks beta-arrestin peptide binding to AP2 adaptin; inhibition, % at 10 µM; FITC-arrestin peptide / GST-AP2 beads, flow cytometry; AP2 beta2 appendage carries R879A mutation; AID 504490; 0.31% of 340,000 active;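 active = inhibition above a set limit, near 3 SD of compounds lacking own fluorescence, cut at about 54% in these data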;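 also: plate controls were DMSO wells for no effect and 5 µM unlabelled arrestin peptide for full effect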
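System: GST-AP2 R879A glutathione beads. Medium: PBS with 0.05% Tween 20 and 0.1% BSA. Also added: FITC-arrestin peptide, 50 nM. Incubation: 12 min plus 1 h, RT. Measured by: high-throughput flow cytometry of beads, ex 488, em 535 nm. Evaluation: percent drop in bead-associated FITC signal.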
dFosB act = enhances mouse delta FosB homodimer DNA binding. activation, % at 25 µM. purified delta FosB, TAMRA-CDK5 oligo fluorescence polarization; percent of positive-control signal above neutral wells. P13346. 0.99% of 340,000 active. AID 493131;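 active = mean activation above about 17%, with every replicate also reaching it, limit read from the data, passing the limit was not always enough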;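 also: fluorescence polarization rise as delta FosB binds a TAMRA Cdk5 AP-1 oligo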
DSG3 Ab inh = inhibitors of pemphigus antibody binding to human desmoglein-3 | DSG3-coupled beads, scFv-anti-DSG3-GFP binding, flow cytometry; hits give low values | binding (percent of control), % at 10 µM | 0.48% of 310,000 active | AID 588358;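 active = binding more than 3 SD below its plate's average and above zero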;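 also: hits lower antibody fragment binding to DSG3; some compounds called inactive have numbers as strong as hits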
SR-BI HDL uptake = blocks mouse SR-BI lipid uptake from DiI-HDL; Q61009; AID 488896; ldlA[mSR-BI] CHO cells, DiI-HDL uptake fluorescence, 3 h; inhibition, % at 12.5 µM; 0.96% of 320,000 active;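 active = mean replicate inhibition of at least 70% and a set share of replicates each scoring 70 or more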;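 also: 0% = median of neutral control wells and 100% = median of positive control wells; values of inactives mirror those of a sister screen read the other way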
PKA-R2B act = activators of human PKA-R2B complex; PKA-R2B holoenzyme dissociation, Cy5-IP20 fluorescence polarization; R2B truncated from residue 108, S112A mutant; 0% DMSO only, 100% 113 µM cGMP; activation, % at 11.4 µM; 0.079% of 340,000 active;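 active = activation above a cutoff set at the mean over all compounds plus 3 SD, cut at about 18% in these data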;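 also: higher means more holoenzyme dissociation and a rise in polarization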
Target sequence (P31323 whole entry, looked up, other chains not shown, the tested form may be a part): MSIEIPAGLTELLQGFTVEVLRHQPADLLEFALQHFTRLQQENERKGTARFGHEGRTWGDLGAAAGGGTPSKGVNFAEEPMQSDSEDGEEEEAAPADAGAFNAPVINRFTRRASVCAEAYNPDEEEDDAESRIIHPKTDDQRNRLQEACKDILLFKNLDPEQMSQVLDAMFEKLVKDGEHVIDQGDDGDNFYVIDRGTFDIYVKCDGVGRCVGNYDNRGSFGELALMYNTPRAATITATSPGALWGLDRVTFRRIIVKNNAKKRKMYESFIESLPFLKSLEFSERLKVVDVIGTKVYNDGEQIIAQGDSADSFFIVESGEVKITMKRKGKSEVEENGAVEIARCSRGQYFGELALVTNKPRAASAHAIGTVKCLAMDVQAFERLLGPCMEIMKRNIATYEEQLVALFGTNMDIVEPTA
SR-BI DiI-HDL act = enhances SR-BI lipid uptake from DiI-HDL. CHO ldlA[mSR-BI] cells, DiI-HDL uptake fluorescence, 3 h; 100 = double the neutral-control signal. activation, % at 12.5 µM. 0.096% of 320,000 active;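 active = mean replicate activation of at least 60% and every replicate at or above 60%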;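 also: 0% = median plate neutral-control signal and 100% = twice that signal; values of inactives mirror those of a sister screen read the other way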
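Material: SR-BI-overexpressing, LDLR-lacking CHO cells | Dosing: Single compound concentration, delivered by pin transfer | Probe or stimulus: Labelled HDL, 10 µg/mL | Signal: Bottom-read cell fluorescence after medium removal, ex 550/em 595 nm | Schedule: 3 h, 37 °C | Evaluation: HDL uptake via cellular fluorescence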
PKA-R1A activ = activators of PKA-R1A complex; AID 504707; 0.083% of 340,000 active; PKA-R1A dissociation, Cy5-IP20 fluorescence polarization; scaled: DMSO 0%, 113 µM cGMP 100%; P00514+P68181; activation, % at 11.4 µM;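 active = percent activation above the mean of all tested compounds plus 3 SD, cut at about 19% in these data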;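 also: higher means more PKAc released from R1A so a rise in polarization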
An asterisk follows results filed as active; · = no result given. Compounds as they come, and some 4.7% of all compounds hit somewhere here.

SMILES | CDK5 inh | NSD2 inh | MITF act | SUMO Mot1 rescue | Arrestin-AP2 inh | dFosB act | DSG3 Ab inh | SR-BI HDL uptake | PKA-R2B act | SR-BI DiI-HDL act | PKA-R1A activ
COc1ccc(/C=N/NC(=O)CN2CCS(=O)(=O)CC2)cc1 | -1.0 | 0 | · | 5 | 5 | -4 | 113 | -27 | 3 | 27 | 12
Cc1ccsc1/C=N/NC(=O)c1ccc2nc[nH]c2c1 | 2.4 | -4 | 3 | 1 | -1 | -4 | 93 | 2 | -2 | -2 | 18
O=C(O)CCCCCN1C(=O)/C(=C\c2cn(-c3ccccc3)nc2-c2cccs2)SC1=S | -0.7 | 5 | -2 | 4 | -4 | -5 | 95 | · | 1 | · | 1
N/C(=N\OC(=O)C1CCCCC1)c1ccccn1 | 1.7 | -2 | 21 | -3 | -14 | -8 | 99 | 19 | 5 | -19 | 7
O=C(C=Cc1ccccc1O)c1ccccc1O | -1.2 | 5 | -20 | · | 3 | -2 | 91 | -6 | -6 | 6 | 7
CCn1c(C(=O)N2CCC(C(=O)NCc3ccc4c(c3)OCO4)CC2)cc2sccc21 | -1.0 | · | 4 | · | 1 | -4 | 104 | 31 | -4 | -31 | -6
CC(C)CN(CCNC(=O)CN1C(=O)CSc2ccc(S(=O)(=O)N3CCOCC3)cc21)CC(C)C | -1.6 | 6 | -2 | 8 | 31 | -2 | 103 | 9 | -3 | -9 | -5
COc1cc(/C=N/n2cnnc2)ccc1OS(=O)(=O)c1ccccc1[N+](=O)[O-] | 0.5 | 0 | 3 | -13 | -11 | -3 | 95 | -23 | 7 | 23 | 4
Cc1ccc(S(=O)(=O)c2nc(-c3ccccc3)oc2N2CCC(C(N)=O)CC2)cc1 | 0.4 | 0 | -2 | 2 | -6 | -12 | · | 14 | -8 | -14 | -6
CC(C)=C(NC(=O)c1ccccc1)C(=O)NC(Cc1ccccc1)C(=O)O (configuration not stated) | 0.0 | 1 | -2 | -2 | 0 | -4 | 103 | -16 | -7 | 16 | 0
Cc1cc(Nc2cc(F)ccc2C)n2nc(C)nc2n1 | -1.4 | · | -9 | 93 | -1 | -4 | 111 | -2 | 10 | 2 | 4
COc1ccc(S(=O)(=O)N2CCOC2CNC(=O)C(=O)NCc2ccc(F)cc2)cc1 (configuration not stated) | 0.7 | -1 | 3 | 138 | 36 | -19 | 99 | -5 | -9 | 5 | 3
O=C(NNC(=O)c1ccc(Br)s1)c1csc(N2CCOCC2)n1 | -6.3 | 3 | · | -2 | -4 | 61* | 100 | -15 | 2 | 15 | -10
CCc1ccc(Sc2cc(C(=O)NCCN3CCOCC3)c3ccccc3n2)cc1 | -0.9 | 0 | -6 | -13 | 5 | -6 | 102 | 32 | 3 | -32 | -5
CCCn1nc(C(=O)OCn2nnc3ccccc3c2=O)c2ccccc2c1=O | 0.2 | -1 | 4 | 11 | 13 | 4 | 98 | -6 | -2 | 6 | -1
Cc1ccc(Cn2nnnc2CN2CCC(NC(=O)c3ccccc3F)CC2)cc1 | -1.4 | 0 | 1 | 9 | -2 | 2 | 108 | 16 | -3 | -16 | -1
CCN(CC)CCNc1nc2ccccc2n1C | 0.1 | -3 | 2 | -21 | 2 | -4 | 102 | 16 | 2 | -16 | -5
Cc1ccc(N(C)S(=O)(=O)c2cccc(C(=O)Oc3ccc4c(C)cc(=O)oc4c3)c2)cc1 | -1.5 | -1 | -1 | -8 | 15 | -8 | 98 | -28 | 0 | 28 | 16
NC(N)=Nc1nc(CSCC/C(N)=N/S(N)(=O)=O)cs1 | -1.3 | · | 4 | -9 | -10 | 2 | 109 | -9 | -6 | 9 | 6
Cc1ccccc1C(=O)OCn1nnc2ccccc2c1=O | -0.5 | · | 24 | -3 | -7 | -6 | 110 | 1 | -5 | -1 | -6
CCOC(=O)C1=C(C)c2ccccc2OC1(C)C(=O)OCC (configuration not stated) | 0.4 | · | -4 | · | -11 | -6 | 97 | -2 | -4 | 2 | -4
COc1ccc(CCNC(=O)CN2C(=O)CCSc3ccccc32)c(OC)c1 | -0.6 | 3 | 2 | -15 | 8 | -6 | 113 | 18 | 9 | -18 | -2
N#CC1(NC(=O)COC(=O)c2cccc(-n3cnnn3)c2)CCCCC1 | 1.3 | -4 | -2 | 0 | 2 | -7 | 102 | 3 | -3 | -3 | 4
O=C(NCc1ccccc1)c1nc(S(=O)(=O)Cc2ccccc2)ncc1Cl | 1.0 | -1 | -48 | 35 | 2 | -5 | · | -4 | -7 | 4 | -3
CCN(CC(=O)Nc1ccc(Br)cc1)CC(=O)Nc1cc(C)on1 | -0.2 | -2 | -10 | · | 42 | -3 | 66* | -5 | 0 | 5 | 7

Brought forward from above: 2 compounds, then new ones.
SMILES | CDK5 inh | NSD2 inh | MITF act | SUMO Mot1 rescue | Arrestin-AP2 inh | dFosB act | DSG3 Ab inh | SR-BI HDL uptake | PKA-R2B act | SR-BI DiI-HDL act | PKA-R1A activ
O=C(NCc1ccccc1)c1nc(S(=O)(=O)Cc2ccccc2)ncc1Cl | 1.0 | -1 | -48 | 35 | 2 | -5 | · | -4 | -7 | 4 | -3
CCN(CC(=O)Nc1ccc(Br)cc1)CC(=O)Nc1cc(C)on1 | -0.2 | -2 | -10 | · | 42 | -3 | 66* | -5 | 0 | 5 | 7
Cc1ccc(NS(=O)(=O)c2cccc3nsnc23)cc1[N+](=O)[O-] | -0.1 | 2 | -9 | -25 | 21 | 2 | 101 | -7 | -4 | 7 | -2
Cc1nnsc1Sc1ccccc1C(=O)O | 3.1 | 4 | 1 | 376* | 43 | 1 | 96 | -24 | 1 | 24 | -2
C/C(=N\NC(=O)c1ccc(OC2OCCOC2Oc2ccc(C(=O)N/N=C(\C)c3ccncc3)cc2)cc1)c1ccncc1 (configuration not stated) | 1.0 | 0 | -11 | -6 | 17 | 97* | 83 | · | 7 | · | -1
CCN1C[C@@H]2[C@@H]3C(=O)N(C)C(=O)[C@@H]3[C@](CC)(C1=O)N2C(=O)c1ccc(C)cc1 | -0.1 | · | 5 | · | 8 | 2 | 98 | -5 | -3 | 5 | -8
COCCN(C(=O)Cc1cccs1)C(C(=O)NCc1ccc(OC)cc1)c1ccc(C)cc1 (configuration not stated) | -0.8 | · | 18 | -5 | -3 | -8 | 99 | -4 | -12 | 4 | -2
CC(C)(C)c1ccc(OCCC(=O)Nc2cccc(S(=O)(=O)N3CCOCC3)c2)cc1 | 0.6 | -2 | 0 | -5 | -12 | -9 | 111 | -8 | -7 | 8 | -12
CCCCn1c(-c2ccc(OC(F)F)cc2)nc2c1c(=O)[nH]c(=O)n2CC(C)C | -0.8 | 10 | -4 | -3 | -1 | -25 | 116 | 53 | -4 | -53 | 1
O=C(C1=C(O)C(=O)N(CCN2CCOCC2)C1c1ccncc1)c1ccco1 (configuration not stated) | 0.6 | -1 | · | 1 | 4 | 7 | 100 | -5 | -1 | 5 | -7
COC(=O)c1ccc(OC(=O)c2ccccn2)cc1 | 3.2 | 0 | 0 | 0 | 21 | -1 | · | -12 | -6 | 12 | -6
COc1cc(S(=O)(=O)Nc2ccccc2C(=O)N2CCCC2)ccc1NC(C)=O | -0.7 | 0 | 12 | · | -2 | 3 | 103 | -18 | -2 | 18 | 5
Cc1ccn2c(C(=O)N/N=C\c3ccc4c(c3)OCO4)c(C)nc2c1 | 0.0 | -2 | 8 | -12 | 14 | -6 | 100 | -21 | -4 | 21 | -2
CC(=O)Oc1cccc(N2C(=O)c3cccc4c([N+](=O)[O-])ccc(c34)C2=O)c1 | 1.6 | 1 | · | 11 | 13 | -4 | 121 | -24 | -9 | 24 | -9
COCc1ccc2oc(C(=O)O)cc2c1 | -1.9 | · | · | 11 | -4 | -2 | 113 | 5 | -11 | -5 | -3
COc1cccc(-c2nc(CS(=O)(=O)CC(=O)NCCCc3ccccc3)c(C)o2)c1 | 0.6 | · | -9 | 25 | 14 | 2 | 78 | 12 | 7 | -12 | 14
COc1ccc(C(=O)C2CCCN(C(=O)c3ccc(CSC)o3)C2)cc1F (configuration not stated) | 0.7 | 1 | -3 | 1 | -3 | -3 | 100 | -20 | -1 | 20 | -8
Cc1ccc(S(=O)(=O)N2[C@@H](c3ccccc3F)C(C(=O)O)=CC[C@H]2c2cccc(Cl)c2)cc1 | -1.4 | · | 4 | -21 | -5 | -3 | 116 | -21 | -6 | 21 | -7
O=C(Nc1cccc2ccccc12)c1ccc([N+](=O)[O-])s1 | -0.2 | -2 | -35 | 23 | 12 | -3 | 106 | 20 | -8 | -20 | 0
O=C(N/N=C/c1cnc2ccccc2n1)c1cccc(F)c1 | -1.4 | 2 | 49 | 9 | -7 | 13 | 107 | -20 | -4 | 20 | -13

In the list so far, these have bromine.
SMILES | CDK5 inh | NSD2 inh | MITF act | SUMO Mot1 rescue | Arrestin-AP2 inh | dFosB act | DSG3 Ab inh | SR-BI HDL uptake | PKA-R2B act | SR-BI DiI-HDL act | PKA-R1A activ
O=C(NNC(=O)c1ccc(Br)s1)c1csc(N2CCOCC2)n1 | -6.3 | 3 | · | -2 | -4 | 61* | 100 | -15 | 2 | 15 | -10
CCN(CC(=O)Nc1ccc(Br)cc1)CC(=O)Nc1cc(C)on1 | -0.2 | -2 | -10 | · | 42 | -3 | 66* | -5 | 0 | 5 | 7

Sorted by heavy-atom count (descending): three of the compounds above
SMILES | CDK5 inh | NSD2 inh | MITF act | SUMO Mot1 rescue | Arrestin-AP2 inh | dFosB act | DSG3 Ab inh | SR-BI HDL uptake | PKA-R2B act | SR-BI DiI-HDL act | PKA-R1A activ
Cc1ccn2c(C(=O)N/N=C\c3ccc4c(c3)OCO4)c(C)nc2c1 | 0.0 | -2 | 8 | -12 | 14 | -6 | 100 | -21 | -4 | 21 | -2
Cc1ccc(NS(=O)(=O)c2cccc3nsnc23)cc1[N+](=O)[O-] | -0.1 | 2 | -9 | -25 | 21 | 2 | 101 | -7 | -4 | 7 | -2
Cc1nnsc1Sc1ccccc1C(=O)O | 3.1 | 4 | 1 | 376* | 43 | 1 | 96 | -24 | 1 | 24 | -2
